# Bioassay records as filed in PubChem.
# NPYLR7 ag – mosquito NPYLR7 agonism | hit rate 0.15% among 270,000 | HEK293T NPYLR7/Galpha15, GCaMP6s calcium fluorescence | activation, % at 10 µM; in the data active = activation above about 40%;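 also: 0% = vehicle and 100% = reference agonist at the receptor; some compounds past the cut are filed as inactive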
# hcGAS inh – inhibitors of human cGAS; recombinant h-cGAS, ATP depletion, Kinase-Glo luminescence; inhibition, % at 12.5 µM; hit rate 0.081% among 290,000; AID 1259398;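 also: 0% = vehicle reaction and 100% = reaction without DNA for no activity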
# Target sequence (Q8N884 whole entry, looked up): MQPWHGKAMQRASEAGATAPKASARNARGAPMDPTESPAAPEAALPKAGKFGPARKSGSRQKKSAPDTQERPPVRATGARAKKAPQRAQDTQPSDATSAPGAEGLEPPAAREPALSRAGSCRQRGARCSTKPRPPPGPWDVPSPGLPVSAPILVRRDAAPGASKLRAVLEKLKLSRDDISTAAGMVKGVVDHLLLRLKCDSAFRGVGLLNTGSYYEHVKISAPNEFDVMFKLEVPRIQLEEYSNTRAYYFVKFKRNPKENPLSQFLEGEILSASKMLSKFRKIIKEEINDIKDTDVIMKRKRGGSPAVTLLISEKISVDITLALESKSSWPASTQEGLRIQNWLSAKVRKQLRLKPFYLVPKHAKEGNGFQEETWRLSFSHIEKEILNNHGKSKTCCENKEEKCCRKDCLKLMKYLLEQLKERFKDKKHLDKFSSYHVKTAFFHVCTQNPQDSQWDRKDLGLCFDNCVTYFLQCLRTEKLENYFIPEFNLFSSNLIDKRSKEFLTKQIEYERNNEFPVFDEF
# mcGAS inh – inhibitors of mouse cGAS; AID 1259399; inhibition, % at 12.5 µM; recombinant cGAS, Kinase-Glo ATP depletion luminescence; hit rate 0.15% among 160,000;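 also: 0% = negative control wells and 100% = reference inhibitor with no enzyme activity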
# * = called active by the depositor; . = no result given; & = joins results of further samples. Rule as the data show it, unless noted: active = inhibition above about 40%; inactive = the rest.
SMILES,NPYLR7 ag,hcGAS inh,mcGAS inh
C=CCN1C[C@@H]2C[C@@H](C(=O)O)N(C(=O)c3cc(C)oc3C)c3cccc(c32)C1=O,5.8,-3.8,-5.2
CCCCCN(C)C(=O)c1cc(-c2ccc3ccccc3c2)on1,.,-5.1,-3.0
Cc1ccc(NC(=O)c2cc(-c3ccc(C)o3)nn2-c2ccc(C)cc2C)cc1,-4.5,1.4,3.1
CC1(C(=O)NS(=O)(=O)c2cccc(F)c2)CCN1C(=O)CCc1cccs1 (centres undefined),1.5,-3.5,.
COc1cccc(Cc2nsc(N(CCC(=O)N3CCN(c4ccccc4Cl)CC3)C(C)C)n2)c1,-1.7,-9.1,-1.9
CCC(C(=O)N1CCC2(CC1)C(=O)N(CC(=O)Nc1cccc(OC)c1)CN2c1ccccc1)c1ccccc1 (centres undefined),-7.9,-6.6,-4.2
C1CC(CN2CCNCC2)C1,-2.0,6.4,.
Cn1ncc([N+](=O)[O-])c1C(=O)Nc1ccc(-c2nc3ccccc3o2)cc1,-18.9,-2.3,-5.3
C=CCCC(O)CN(CCCOC)CC(=O)N1CCc2sccc2C1COc1ccccc1F (centres undefined),3.0,-1.3,-3.8
C=CCNc1ccccc1C(=O)N(Cc1ccc2c(c1)OCO2)C1CC1,4.2,3.4,.
COCc1cccc(-c2ccc3c(c2)COC2(CCN(C(C)=O)CC2)O3)c1,-3.7,-4.5,-0.8
CC1CCCCC1NC(=O)CSCc1nc2scc(-c3cccs3)c2c(=O)[nH]1 (centres undefined),0.9,-3.8,-7.4
COC(=O)c1ccc(N2C(=O)/C(=C/c3ccc(OC)c(Br)c3)C=C2c2ccccc2)cc1,-1.0,-6.0,-6.3
CCNC(=O)Cn1c(CO)cnc1SCC(=O)Nc1ccc(C(N)=O)cc1,12.7,-4.1,-7.4
CCCCC(=O)Nc1c(C)nc2ccccn2c1=O,4.4,-13.0,.
CC(=O)Nc1ccc(C)c(NCC(=O)Nc2ccccc2OC(F)F)c1,-4.9,-1.7,.
C=C(C)Cn1c(=O)c2c(nc3n(-c4ccc(F)cc4)c(C)cn23)n(C)c1=O,5.5,-6.2,.
Cc1cnc2n(c1=O)C(CC(=O)Nc1cccnc1)CS2 (centres undefined),-1.3,-1.7,.
COc1ccc(S(=O)(=O)N2CCC(C(NC(=O)CC(C)C)C(=O)N3CCCCC3)CC2)cc1 (centres undefined),14.4,-8.1,-3.5
Cc1cc(NC(=O)COCc2cc(-c3ccco3)on2)no1,3.6,-4.3,.
CSc1nccc(NCc2cccc(C)n2)n1,3.4,-0.4,-17.4
CC(=O)OCC(=O)N1CCN(C(c2ccccc2)c2ccc(F)cc2)CC1 (centres undefined),24.8,-13.7,-6.7
C1CCCC(=NN=C2CCCCCCC2)CCC1,6.6,-5.5,.
COc1ccccc1CCNC(=O)C(C1CCCC1)N1CCN(C(=O)c2ccc([N+](=O)[O-])cc2)CC1 (centres undefined),-7.2,-1.3,-2.6
CC(C)(C)c1ccc(COc2coc(CN3CCCN(C(=O)C4COc5ccccc5O4)CC3)cc2=O)cc1 (centres undefined),-1.7,-2.9,1.7
# Further compounds follow.
SMILES,NPYLR7 ag,hcGAS inh,mcGAS inh
CCCCCCc1cc2cc(-c3nnc(-c4ccc([N+](=O)[O-])cc4)o3)c(=O)oc2cc1O,1.0,-3.9,-4.5
COc1ccc(S(=O)(=O)N2CCC3(CC2)C(=O)N(CC(=O)NCCc2ccc(Cl)cc2Cl)CN3c2ccccc2)cc1,3.8,-2.4,-7.1
CCOC(=O)c1ccc2c(c1)nc(SCc1cccc(I)c1)n2Cc1ccco1,-6.3,-6.3,-6.6
COC(=O)CCCCCNC(=O)C1CCN(S(=O)(=O)c2ccccc2)CC1,1.0,-1.9,.
NC(=O)Cn1nc(-c2ccccc2)c2sc(N3CCCCC3)nc2c1=O,-3.3,-6.4,-11.3
Cc1c(C)n2c3c(=O)n(CCCO)c(=O)n(C)c3nc2n1-c1cccc(Cl)c1,19.4,-10.9,.
CCOc1cc(C)ccc1NC(=O)CN1Cc2ccccc2C1,3.0&5.1,-4.9&-5.1,.
Cc1ccc(-c2noc(CN3CCN(c4ccc(F)cc4)CC3)n2)cc1,-8.7,1.9,.
COc1cc(C(C)NC(=O)c2cccc3[nH]ncc23)cc(OC)c1OC (centres undefined),-4.5,2.6,-3.6
CCC1CCCCN1C(=O)Cn1nc([N+](=O)[O-])c(Cl)c1C (centres undefined),5.6,-2.7,.
Cc1nn2c(c1C)n1nc(C)c(C)c1n1nc(C)c(C)c21,0.3,-6.5,-4.7
Cc1ncc(C23CC4CC(CC(C4)C2)C3)s1,-0.4,-1.5,.
CCC(C)n1nc(C)cc1NC(=O)Cn1nc(-c2cccnc2)c2ccccc21 (centres undefined),-4.5,-5.0,.
CC1Cc2cc(S(N)(=O)=O)ccc2N1C(=O)COC(=O)c1ccc(Cl)cc1 (centres undefined),21.1,-4.8,.
CSc1ccc(COc2coc(CN3CCN(C(=O)c4ccc(C(F)(F)F)nc4C)CC3)cc2=O)cc1,3.3,-5.4,-6.7
CCOc1ccc(-c2ccc(C(=O)NCc3ccc(OC)cc3OC)s2)cc1,27.2,-6.9,-7.3
CCCCc1nnc(NC(=O)c2ccc(-n3nc(C)cc3C)nc2)s1,1.2,1.1,.
CC(C)Cc1nc(C(N)=O)c2[nH]c(=O)n(-c3ccccc3)c2n1,8.5,-3.0,-5.9
NC1C2CC3CC(C2)CC1C3 (centres undefined),-0.9,-7.6,-5.7
CN(Cc1ccccc1)c1c([N+](=O)[O-])ncn1C,-1.5,-4.6,.
COC(=O)C1=C(C)NC(C)=C(C(=O)O[C@@H]2CCCN(Cc3ccccc3)C2)[C@@H]1c1cccc([N+](=O)[O-])c1,-8.2&-4.8,-5.0&-7.7,-11.2
CCOC(=O)c1ccc(OC2CC3CCC(C2)N3C(=O)c2ccc(CSc3ccccn3)cc2)cc1 (centres undefined),2.2,-13.3,-5.7
CN1CCN([C@@H]2CCN(c3ncnc4c3CCC4)C[C@H]2O)CC1,-0.7,-4.2,.
O=C(CCc1ccc2c(c1)OCO2)NCCN1Cc2ccccc2OC(c2ccsc2)C1 (centres undefined),13.1,-6.9,-12.0
COCCC1(C(=O)O)CCN(c2cc(C(C)C)nc(C(F)(F)F)n2)CC1,6.8,-2.0,.
# Other results.
SMILES,NPYLR7 ag,hcGAS inh,mcGAS inh
O=C1NCC(=O)N2CCN(Cc3ccc4c(c3)OC(F)(F)O4)CC12 (centres undefined),2.8,-2.0,.
COc1ccccc1/C=C1/SC(=S)N(CN2CCOCC2)C1=O,1.3,6.1,.
CCC(C)N(C(=O)c1c(F)c(F)c(F)c(F)c1F)C(C)CC (centres undefined),-12.2,-4.6,.
O=C(COc1cccc(F)c1)Nc1cccc(S(=O)(=O)NC2CC2)c1,-6.7,1.8,.
CCOC(=O)Nc1cccc(NC(=O)NC2CCCC2C)c1C (centres undefined),7.3,-5.4,.
COc1ccc(Br)c(Cn2c(C)c(C(=O)NC3CCCC3)sc2=O)c1,-10.3,5.5,.
CCc1csc(CNC(=O)c2coc3c2C(=O)CCC3)n1,3.3,1.5,-10.7
COc1cccc2c(C)cc(N3CCC(CC4CC4)(C(=O)O)CC3)nc12,-0.2,-9.0,.
NC(=O)c1cncc(N2Cc3cnn(Cc4ccc(F)cc4)c3C2)n1,14.2,-10.4,.
Cc1c2c(=O)n(-c3nc4ccccc4s3)[nH]c2cc(=O)n1CCc1ccccc1,-12.9,-7.0,.
Brc1ccc2nc(-c3ccc4c(c3)OCO4)c(NC3CCCCC3)n2c1,-5.1,-4.8,-6.8
Cc1ccc2c(c1)c(C1CCN(C(=O)c3c(Cl)cc(Cl)cc3Cl)CC1)cn2C,37.6,-5.8,-7.9
CCC(C)C(NC(=O)C1C[C@H]1c1ccccc1)C(=O)Nc1nnc(-c2cccc(Cl)c2)s1 (some centres undefined),-8.4,2.8,-1.4
COC(=O)c1ccc(C=C2CSc3ccc(F)cc3C2=O)cc1,2.8,-4.9,16.7
CCOc1ccc(N(Cc2nnc3n2CCCCC3)C(=O)Nc2cccc(OC)c2)cc1,6.0,-10.6,.
CCCCc1ncc(CN2CCN(c3ncnc4ccccc34)CC2)[nH]1,3.5,-5.7,.
O=C(CSc1nc(=O)n2cc(Cl)ccc2n1)Nc1ccccc1,0.5,-13.8,.
S=C(NC1CC2CCC1C2)N1CCN(Cc2ccc3c(c2)OCO3)CC1 (centres undefined),2.2,-3.0,.
CCN(Cc1nccn1C)C(=O)c1ccc(OCC2(C)CCCNC2)nc1 (centres undefined),5.6,-7.2,.
CN(c1cc(C(C)(C)C)nc(SCc2cccc(C(=O)NCCc3ccccn3)c2)n1)C1CCCCC1,0.9,1.1,0.4
O=C(c1cnn(Cc2ccccc2)c1)N1C[C@@H]2[C@@H]3CC[C@@H](C3)[C@@H]2C1,8.2,-4.0,-13.2
Cn1ccnc1C(NC(=O)COc1ccccc1)c1ccccc1F (centres undefined),3.5,-1.9,-2.0
O=C(NCCn1ncc2c(N3CCCCC3)ncnc21)C1COc2ccccc2O1 (centres undefined),-1.6,0.5,1.3
COc1ccc2oc(=O)c(-c3nnc(-c4cccc(Br)c4)o3)cc2c1,-7.4,-6.1,-6.7
CC(Oc1cc(Cl)cc(Cl)c1)C(=O)NCCOCC(N)=O (centres undefined),8.2,-5.6,.

# Four compounds picked at random from the list so far, as already listed:
SMILES,NPYLR7 ag,hcGAS inh,mcGAS inh
O=C(c1cnn(Cc2ccccc2)c1)N1C[C@@H]2[C@@H]3CC[C@@H](C3)[C@@H]2C1,8.2,-4.0,-13.2
CC(=O)Nc1ccc(C)c(NCC(=O)Nc2ccccc2OC(F)F)c1,-4.9,-1.7,.
Brc1ccc2nc(-c3ccc4c(c3)OCO4)c(NC3CCCCC3)n2c1,-5.1,-4.8,-6.8
CC1(C(=O)NS(=O)(=O)c2cccc(F)c2)CCN1C(=O)CCc1cccs1 (centres undefined),1.5,-3.5,.

# Later entries.
SMILES,NPYLR7 ag,hcGAS inh,mcGAS inh
CCCCc1nc(Cl)c(CN(C)CCNC)[nH]1,.,-1.5,-3.8
CCOC(=O)c1c(SCC(=O)c2ccc(OC)cc2)nc(=O)[nH]c1C,5.2,-8.5,-8.4
CN(C)S(=O)(=O)c1cccc2c(S(=O)(=O)N(C)C)cccc12,4.0,-9.0,.
COc1ccc(CN2CC3=C(C2=O)C(c2ccc(SC)cc2)NC(=O)N3)cc1 (centres undefined),0.4,-3.3,-7.9
Cn1cc(S(=O)(=O)Nc2ccc(OC(F)(F)F)cc2)c(=O)n(C)c1=O,0.6,-6.6,-5.7
O=C(NC1CCS(=O)(=O)C1)OC1CCCCC1 (centres undefined),-1.1,-8.4,-3.3
O=C(c1ccc2cc[nH]c2c1)N1CCOC(COc2cccc(C(F)(F)F)c2)C1 (centres undefined),23.7,-4.7,-9.1
O=C(CSc1nnc(-c2ccccc2)n1-c1ccccc1)N/N=C\c1ccccn1,-4.6,-8.3,.
O=S(=O)(c1ccc2c(c1)nc(SCc1ccc(Br)cc1)n2CC1CC1)N1CCCC1,.,-2.2,-6.9
CCN1CC2=C(OC(=N)C(C#N)C2c2ccc(OC)cc2)/C(=C\c2ccc(OC)cc2)C1 (centres undefined),5.0,5.4,.
O=C(CSc1nc2sc3c(c2c(=O)[nH]1)CCCC3)Nc1ccon1,4.0,1.5,-4.8
COCc1c(C(=O)Nc2ccc(NC(C)=O)cc2)oc2ccccc12,2.1,-4.5,.

# Complete entries, looked up by structure. Order of screens: NPYLR7 ag	hcGAS inh	mcGAS inh
# `Cn1cc(S(=O)(=O)Nc2ccc(OC(F)(F)F)cc2)c(=O)n(C)c1=O` is entered as 0.6	-6.6	-5.7
# `CCCCc1nc(Cl)c(CN(C)CCNC)[nH]1` is entered as .	-1.5	-3.8
# `O=S(=O)(c1ccc2c(c1)nc(SCc1ccc(Br)cc1)n2CC1CC1)N1CCCC1` is entered as .	-2.2	-6.9
# `CCN1CC2=C(OC(=N)C(C#N)C2c2ccc(OC)cc2)/C(=C\c2ccc(OC)cc2)C1` (centres undefined) is entered as 5.0	5.4	.
# `O=C(c1ccc2cc[nH]c2c1)N1CCOC(COc2cccc(C(F)(F)F)c2)C1` (centres undefined) is entered as 23.7	-4.7	-9.1
